Bioassay records as filed in PubChem BioAssay.
HCV core dimer = inhibitors of HCV core protein dimerization, primary screen, biochemical, TR-FRET, high-throughput; TR-FRET GST/Flag-core106 dimerization, 1536-well; inhibition, % at 5 µM; 0.33% of 300,000 active;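 active means inhibition above the mean of all tested compounds plus 3 SD, set per screening campaign, cut at about 45% in these data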
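System: GST-tagged and Flag-tagged HCV core protein residues 1-106 / Input: core106 proteins, GST 13.5 nM and Flag 17 nM / Buffer or medium: KF-containing HEPES buffer, pH 7.45, DTT, CHAPS, BSA / Probe or stimulus: Eu-anti-GST and XL665-anti-Flag labelled anti-tag antibodies / Schedule: 4 h, 22.5 °C incubation / Technique: TR-FRET 671 and 617 nm emission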
EBNA-1 inh = EBNA-1 DNA-binding inhibitors, primary screen, biochemical, fluorescence polarization; inhibition, % at 14.8 µM; 0.34% of 300,000 active; AID 1950, 2009; in the data active means inhibition above about 28%
PP1 counter = PP1-alpha phosphatase inhibitors, primary screen, counter-screen for PP5 inhibitor project, biochemical, fluorescence, OMFP substrate, single point; Serine/threonine-protein phosphatase PP1-alpha catalytic subunit (Homo sapiens), P62136; purified PP1alpha; 0.9% of 320,000 active; inhibition, % at 6.7 µM;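 active means inhibition above the mean inhibition of all tested compounds plus 3 SD, computed separately for each screening campaign, cut at about 15% in these data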
Target sequence (P62136 whole entry, looked up): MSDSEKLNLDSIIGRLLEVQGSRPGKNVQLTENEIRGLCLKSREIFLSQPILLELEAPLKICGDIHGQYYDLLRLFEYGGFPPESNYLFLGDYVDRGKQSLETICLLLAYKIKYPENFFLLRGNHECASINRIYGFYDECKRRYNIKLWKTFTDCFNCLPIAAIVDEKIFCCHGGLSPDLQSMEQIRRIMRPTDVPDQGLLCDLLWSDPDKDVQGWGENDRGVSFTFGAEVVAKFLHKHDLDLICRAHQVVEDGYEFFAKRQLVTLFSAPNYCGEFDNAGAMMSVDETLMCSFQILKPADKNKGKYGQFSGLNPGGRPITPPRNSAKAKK
ZTA counter = ZTA (EBV) inhibition in EBNA-1 counter-screen; P03206; ZTA-DNA binding, fluorescence polarization; inhibition, % at 11 µM; 0.15% of 320,000 active; AID 2234; in the data active means inhibition above about 33%
Target sequence (P03206 whole entry, looked up): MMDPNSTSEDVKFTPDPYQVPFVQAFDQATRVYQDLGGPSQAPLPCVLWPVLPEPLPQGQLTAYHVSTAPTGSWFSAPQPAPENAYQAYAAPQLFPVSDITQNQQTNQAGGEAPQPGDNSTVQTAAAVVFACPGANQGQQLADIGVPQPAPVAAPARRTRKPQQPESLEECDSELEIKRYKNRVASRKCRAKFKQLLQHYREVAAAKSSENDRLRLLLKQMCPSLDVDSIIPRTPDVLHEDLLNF
TPT1 inh = Candida albicans TPT1 enzyme inhibitors, primary screen, biochemical, fluorescence polarization | tRNA 2'-phosphotransferase TPT1 (Candida albicans SC5314) | recombinant caTPT1, FP RNA substrate dephosphorylation | inhibition, % at 5 µM | 0.81% of 300,000 active;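 active means inhibition above the mean of all tested compounds plus 3 SD, set per screening campaign, cut at about 24% in these data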;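 further: plate controls were DMSO alone for no effect and ferristatin control at 100 nM for full effect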
CTSL1 counter = Fasciola hepatica cathepsin L1 inhibitors, primary screen, counter-screen for PFM18AAP inhibitor project, biochemical, QFRET, fluorogenic peptide substrate; recombinant F. hepatica cathepsin L1, Z-Leu-Arg-MCA fluorescence; inhibition, % at 5.96 µM; 0.49% of 300,000 active;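 active means inhibition above the mean of all tested compounds plus 3 SD, set per screening campaign, cut at about 17% in these data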;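 further: 0% = plate median of test compound wells and 100% = 1 µM Z-Phe-Ala-diazomethylketone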
JMJD2C inh = inhibitors of GASC-1 histone demethylase, primary screen, biochemical, fluorescence, DELFIA europium; Lysine-specific demethylase 4C (Homo sapiens), Q9H3R0; GST-JMJD2C(1-420) H3K9me3 demethylation; inhibition, % at 2.35 µM; 0.069% of 330,000 active;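 active means more than half of a compound's replicate wells show inhibition beyond 50%, single wells judged on their own value; inconclusive means some, but no more than half, of replicates pass 50% inhibition; inactive means no replicate passes 50% inhibition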;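 further: signal counts dimethyl H3K9 product captured on neutravidin plate; 0% = median of DMSO wells and 100% = 0.3 times that DMSO median; strong numbers were not always called active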
Yeast superoxide = reduction of superoxide in aged yeast, primary screen, HTS; S. cerevisiae aged cells, superoxide DHE fluorescence; hits give low values; superoxide response (% of plate mean), % at 10 µM; 0.18% of 330,000 active;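 active means superoxide response under a set limit, about three screen SD below normal, cut at about 65% in these data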;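 further: yeast aged for seven days with compound at 30 °C before DHE staining; 100% = average MFI of all compound-treated wells on the plate with controls excluded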
PP5 inh = PP5 phosphatase inhibitors, primary screen, biochemical, fluorescence | 0.18% of 320,000 active | Serine/threonine-protein phosphatase 5 (Homo sapiens), P53041 | purified PP5c, OMFP substrate fluorescence | inhibition, % at 6.7 µM;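 active means inhibition above the campaign's mean inhibition across all tested compounds plus 3 SD, cut at about 9.5% in these data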;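 further: 0% = DMSO only and 100% = 100 µM cantharidin control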
Target sequence (P53041 whole entry, looked up): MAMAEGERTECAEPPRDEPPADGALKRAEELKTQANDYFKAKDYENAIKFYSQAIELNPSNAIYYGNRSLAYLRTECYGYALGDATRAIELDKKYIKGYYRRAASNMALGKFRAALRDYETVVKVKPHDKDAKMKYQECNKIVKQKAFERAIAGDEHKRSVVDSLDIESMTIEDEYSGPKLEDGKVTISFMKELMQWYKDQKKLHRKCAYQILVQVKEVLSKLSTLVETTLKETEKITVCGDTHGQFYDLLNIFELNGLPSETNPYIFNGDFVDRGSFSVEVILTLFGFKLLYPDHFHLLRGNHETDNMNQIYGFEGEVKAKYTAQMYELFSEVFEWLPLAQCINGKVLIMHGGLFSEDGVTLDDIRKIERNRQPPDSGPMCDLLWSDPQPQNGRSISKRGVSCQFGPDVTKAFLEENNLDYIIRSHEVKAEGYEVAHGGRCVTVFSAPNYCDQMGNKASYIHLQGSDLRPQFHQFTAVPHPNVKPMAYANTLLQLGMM
* = called active by the depositor; ? = inconclusive; nt = no result given; & = joins results of further samples. Hits appear at their usual frequency; about 3.1% have a hit in one of these screens.

The first 4 entries as a preview:
SMILES	HCV core dimer	EBNA-1 inh	PP1 counter	ZTA counter	TPT1 inh	CTSL1 counter	JMJD2C inh	Yeast superoxide	PP5 inh
O=C(c1ccco1)N1CCN(S(=O)(=O)c2ccc(S(=O)(=O)NC3CC3)cc2)CC1	0	0	-1	-3	1	0	-7	99	-1.0
CCN(Cc1ccccc1)C(=O)CCCOc1ccccc1	1	5	1	-19	-2	-4	?	115	1.8
O=C(C1=C[C@H](C2CCCCC2)C[C@H](OCc2ccc(CO)cc2)O1)N1CCN(Cc2ccccc2)CC1	9	4	4	-3	-2	3	14	100	5.4
O=C(Nc1ccc(N2CCOCC2)cc1)c1ccc([N+](=O)[O-])cc1	0	-7	-3	-3	3	8	-10	105	-1.2

Results (from the top)
SMILES	HCV core dimer	EBNA-1 inh	PP1 counter	ZTA counter	TPT1 inh	CTSL1 counter	JMJD2C inh	Yeast superoxide	PP5 inh
O=C(c1ccco1)N1CCN(S(=O)(=O)c2ccc(S(=O)(=O)NC3CC3)cc2)CC1	0	0	-1	-3	1	0	-7	99	-1.0
CCN(Cc1ccccc1)C(=O)CCCOc1ccccc1	1	5	1	-19	-2	-4	?	115	1.8
O=C(C1=C[C@H](C2CCCCC2)C[C@H](OCc2ccc(CO)cc2)O1)N1CCN(Cc2ccccc2)CC1	9	4	4	-3	-2	3	14	100	5.4
O=C(Nc1ccc(N2CCOCC2)cc1)c1ccc([N+](=O)[O-])cc1	0	-7	-3	-3	3	8	-10	105	-1.2
C=CCn1c(/N=C/c2ccc(OC)cc2)nc2ccccc21	-2	-16	-2	-7	-2	-1	26	98	-0.5
O=C(Cc1n[nH]c(=O)c2ccccc12)Nc1cccc(S(=O)(=O)N2CCCCCC2)c1	nt	nt	3	-14	nt	nt	-2	107	5.0
CN1C(=O)C(C)(C)c2cc(S(=O)(=O)NCC3CCC(C(=O)NCc4ccccc4)CC3)ccc21 (centres undefined)	-2	-7	-1	-5	1	-4	-11	90	2.6
Cn1cccc1CNCc1ccc(F)cc1	-3	-6	1	-12	0	4	12	91	-1.2
O=C(O)CCCNc1ccc(S(=O)(=O)N2CCCCC2)cc1	-7	-17	-6	-1	1	1	-24	102	0.9
CN(c1ccc(C(=O)Nc2ccccc2C(=O)N2CCCC2)cc1)S(C)(=O)=O	-6	-1	-3	-17	-3	-5	-9	96	2.1
COc1ccc(OC)c(C2=NOC(C(=O)NCc3cccs3)C2)c1 (centres undefined)	3	-3	-4	-6	-2	-3	-5	101	1.4
O=C(Nc1nncs1)C1CC(=O)N(C2CCCC2)C1 (centres undefined)	-7	3	3	6	1	1	9	83	-2.9
CC(=O)NCCCNS(=O)(=O)c1ccc(C)cc1	3	1	2	7	1	-1	-5	88	-3.1
COC(C(=O)NCc1ccc(C)cc1)c1ccccc1 (centres undefined)	-3	-1	0	0	-1	-2	7	103	1.4
Cc1cc(C(=O)OCC(=O)c2ccc(Br)s2)no1	44	0	2	2	2	-16	8	76	2.5
COC(=O)c1cccc(NC(=O)c2onc3c2CCCC3)c1	7	-16	-2	-2	0	-2	8	100	2.5
COc1ccc(CC(NC(C)=O)C(=O)NC2CCN(c3nc(C)cc(C)c3C#N)CC2)c(OC)c1 (centres undefined)	0	-4	-4	-9	1	-6	21	100	1.4
O=C(N/C(=C\c1cccs1)C(=O)N1CCCCCC1)c1ccccc1	8	-2	0	3	-2	0	5	95	1.9
Fc1ccc(COc2ccccc2-c2ccnc3ncnn23)cc1	-1	-8	-2	-3	1	-2	-5	104	0.0
O=C(CNC(=O)c1cccc(Br)c1)N/N=C/c1cn[nH]c1-c1ccccc1	-15	-2	0	0	-7	3	-21	100	1.2
CCN(CC)C(=O)CSc1nnc(COc2ccc(OC)cc2)n1N	-4	0	-2	3	1	-1	4	102	-1.3
CCOc1ccc2c(c1)nc(C)n2C	-2	6	-1	22	-3	1	-7	109	2.4
COc1ccc(-c2cc(C(=O)OCC(=O)N(C)C3CCS(=O)(=O)C3)c3ccccc3n2)cc1OC (centres undefined)	-2	-19	-3	-4	3	-6	1	134	0.7
CCOC(=O)Cc1csc(SCC(=O)/C(C#N)=C(\C)N)n1	-6	0	5	-21	-4	-1	2	92	-0.6
CCC(C(=O)NC1CCCCC1)n1nc(C)c2c(C)n(-c3ccccc3)nc2c1=O (centres undefined)	-1	12	-1	14	-1	0	-18	117	-1.2

(continued)
SMILES	HCV core dimer	EBNA-1 inh	PP1 counter	ZTA counter	TPT1 inh	CTSL1 counter	JMJD2C inh	Yeast superoxide	PP5 inh
CCOc1ccc(N2C(=O)CC(NC3CCCCNC3=O)C2=O)cc1 (centres undefined)	-17	4	1	-10	-4	0	-7	96	2.0
C#Cc1ccc([C@@H]2C=C(C(=O)NCc3ccccc3)O[C@H](OCc3ccc(CO)cc3)C2)cc1	47*	19	3	-3	7	0	1	105	1.9
Nc1c(Cl)ncnc1N/N=C/c1cccnc1	-9	4	-4	-4	-3	3	10	72	-1.8
CC1CN(C(=O)CCC(=O)N2CCN(c3cccc(C(F)(F)F)c3)CC2)c2ccccc2O1 (centres undefined)	-3	7	4	18	-4	2	-5	95	3.0
CCc1ccc2c(c1)C(=O)C[C@]1(CCC[C@H](C)C1)O2	-7	3	-5	5	2	-1	-36	107	3.2
Fc1ccc(NC(=S)NN2CCOCC2)cc1Cl	-12	-12	0	-4	-2	-2	-3	101	2.1
C/C(=N\Nc1nc(N2CCOCC2)nc(N2CCOCC2)n1)c1cccs1	-6	-10	-3	1	-3	0	-7	106	2.8
CCOC(=O)C1(Cc2ccccc2Cl)CCN(C(=O)c2cnccn2)CC1	4	-15	-1	3	-1	-3	5	117	2.2
CCc1nc2c(c(=O)[nH]1)C(CC)(CC)Cc1ccccc1-2	3	9	-1	-9	-1	3	-7	103	-0.8
Cc1ccc(NC(=O)N(Cc2ccc3c(c2)OCO3)Cc2cc3cc4c(cc3[nH]c2=O)OCCO4)cc1	46	1	2	-5	3	0	0&14	97	-3.6
C/C=C\C(=O)Nc1cccc(C2=NOC3(C2)C[C@@H](C(N)=O)N(C(=O)c2ccccc2)C3)c1 (some centres undefined)	-1	-6	-1	-2	1	-1	4	99	3.0
O=C1CC(c2ccc(O)cc2)Oc2cc(O)cc(O)c21 (centres undefined)	-7	3	-1	-24	-2	-5	7	105	1.3
CCC1CCCCN1C(=O)COc1ccccc1NC(C)=O (centres undefined)	3	-2	-1	5	-3	3	7	104	-2.2
CN1CCN(C(=O)C2CCC(=O)N(CCc3cccc(F)c3)C2)CC1 (centres undefined)	-7	7	2	-8	2	-11	9	120	5.4
O=c1c2ccccc2nc2n1CCC2	3	-5	52*	0	-2	0	19	210	8.2
Cc1cc(NC(=O)c2cccc(S(=O)(=O)N(C)C)c2)n(-c2ccccn2)n1	9	-6	-2	4	0	2	-3	108	5.3
Cc1cc(OC(=O)C2CC2)c([N+](=O)[O-])c(=O)[nH]1	-3	2	-2	8	-3	2	-8	131	2.2
Cc1cc(C)n(C(=O)CCCCCCCCC(=O)n2nc(C)cc2C)n1	5	13	-3	13	-1	-2	-1	105	-2.5
COc1ccc(C(=O)NNC(=S)NC(=O)c2ccccc2[N+](=O)[O-])cc1	0	-12	-3	-2	-4	1	10	98	-0.4
N#Cc1ccccc1S(=O)(=O)Nc1ccc2c(c1)C(=O)OC2	-4	-1	-2	-7	-1	6	-11	94	0.2
COc1cc(OC)c(C2Nc3ccccc3NC3=C2C(=O)CC(C)(C)C3)cc1OC (centres undefined)	3	10	-3	6	0	2	-12	102	-1.2
Cc1ccc(NC(=O)CN2C(=O)N/C(=C/c3ccc(C)s3)C2=O)cc1	23	2	7	2	71*	2	10	118	2.6
c1ccc(C(c2ccccc2)c2nc(-c3cccnc3)no2)cc1	-4	11	0	-5	1	-1	-3	98	4.0
Cc1cccc(OCCCn2c(=O)oc3ccccc32)c1	2	0	-3	8	2	2	1	90	3.9
O=C(CO/N=C/c1ccc(Cl)cc1Cl)NNC(=O)c1ccc(Cl)cc1Cl	-4	-9	-4	-7	2	-6	7	115	-0.2

(further entries)
SMILES	HCV core dimer	EBNA-1 inh	PP1 counter	ZTA counter	TPT1 inh	CTSL1 counter	JMJD2C inh	Yeast superoxide	PP5 inh
C=CCOc1cccc(C2/C(=C(\O)c3ccc4c(c3)OCCO4)C(=O)C(=O)N2CCN2CCOCC2)c1 (centres undefined)	4	7	2	1	0	2	22	108	-0.9
N#CC1=C2SCN(c3ccccc3)CN2C(=O)CC1c1ccccc1Cl (centres undefined)	-4	3	-3	3	4	3	-3	108	-0.2
CC(C)C(=O)OCC(=O)NCc1ccccc1Cl	-2	-4	-1	16	-4	-5	-28	96	-1.2
Cc1cccc(N2C(=O)C3CCCN3C2=S)c1 (centres undefined)	8	-8	1	12	4	-1	-8	103	1.4
O=C(Nc1cc2c(oc1=O)CCCC2=O)c1ccc(Cl)cc1	16	-12	-2	-9	4	-3	-6	113	1.9
O=[N+]([O-])c1ccc(N/N=C/c2cccc(O)c2O)cc1	-3	0	3	7	51*	4	23	99	0.8
CCC(C)(C)NC(=O)Cn1c(=O)oc2cc(S(=O)(=O)N3CC(C)CC(C)C3)ccc21 (centres undefined)	0	-3	-8	10	-2	2	5	104	-2.3
Cn1c(=O)c(C(N)=S)cn(-c2ccccc2)c1=O	1	-1	-2	2	0	1	-4	111	2.5
COc1ccc(C(=O)CCN2CCN(c3ccc(OC)cc3)CC2)cc1	-5	-13	6	-7	2	-2	-6	113	1.0
O=C(Nc1ccc2c(c1)OCCO2)c1ccc(Cl)cc1	0	7	-2	3	0	-1	1	92	1.0
O=C(COC(=O)CCc1c[nH]c2ccccc12)NC1CCS(=O)(=O)C1 (centres undefined)	4	1	-3	12	-2	-38	5	105	2.1
CC(=O)N1c2ccc(S(=O)(=O)NCCC(=O)Nc3cccc(Cl)c3)cc2CC1C (centres undefined)	-7	-13	1	-9	3	-4	2	104	5.5
O=C(OCCN=C1NS(=O)(=O)c2ccccc21)c1ccccc1	1	5	-3	14	-4	2	8	101	-1.5
COCc1cc(=O)[nH]c(-c2ccccc2OC(F)(F)F)n1	-1	5	4	-12	-3	-2	-2	85	-0.4
Cc1ccc(/C=C/C(=O)c2cc(Br)ccc2OC(=O)c2ccco2)cc1	5	-16	2	-1	4	-8	8	95	-0.6
O=C(CSc1ccccc1)Nc1ccc2sccc2c1	-3	5	0	0	-3	-3	21	89	0.5
COc1cc(/C=N/NC(=O)c2cc(C)n(-c3ccc(F)cc3)c2C)cc(OC)c1O	4	-1	-3	-4	-1	6	18	79	-0.3
CC(C)CC1C(C#N)=C(N)Oc2n[nH]c(-c3ccccc3)c21 (centres undefined)	-8	-9	3	7	0	6	-2	99	-6.0
CCCCn1c(=O)c2ccccc2c2ccccc2c1=O	-1	11	-1	-22	-4	1	8	102	1.3
O=C(Nc1cccnc1)C1CCCN(S(=O)(=O)c2cccc3nsnc23)C1 (centres undefined)	2	-5	-4	-3	2	3	-29	100	-1.9
O=c1[nH]c(CN2CCN(c3ccccc3)CC2)nc2scc(-c3ccccc3)c12	6	5	5	-8	10	0	-4	102	1.4
CN(C)CC(=O)Nc1ccc(Oc2ccc(Cl)cc2)cc1	-1	-6	0	13	2	-2	5	104	0.1
